# From PubChem
# Mdm2-MdmX inh – inhibitors of human Mdm2-MdmX association, primary screen, cell-based, luminescence, split luciferase, SaOS-2, uHTS; Protein Mdm4 (Homo sapiens) + E3 ubiquitin-protein ligase Mdm2 (Homo sapiens), …; SaOS-2 split-luciferase Mdm2/MdmX complementation; inhibition, % at 8 µM; hit rate 3% among 330,000;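 active = inhibition of at least 50% at 8 µM in the primary screen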
# UPR CHOP act – activators of apoptotic CHOP UPR arm, primary screen, cell-based, CHO-CHOP luciferase reporter, luminescence, uHTS; hit rate 0.34% among 330,000; UPR activation; percent of tunicamycin response over DMSO baseline; AID 449763, 2010; activation, % at 10 µM;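 active = at 10 µM dose, activation of 40% or more, normalized to positive control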;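 also: 100% = tunicamycin at 10 µg/mL and 0% = DMSO alone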
#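 measured by = luciferase luminescence | assay system = CHO-CHOP cells, stable luciferase reporter of PERK-eIF2a-CHOP signalling | amount = 500 reporter cells seeded per well | timing = 6 h compound exposure at 37 °C after overnight seeding | controls = positive tunicamycin 10 µg/mL, negative DMSO alone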
# CCR6 antag – CCR6 receptor antagonists, primary screen, cell-based, CHO-K1, luminescence, beta-arrestin, uHTS; CHO-K1 CCR6 PathHunter beta-arrestin, CCL20-stimulated; C-C chemokine receptor type 6 (Homo sapiens), P51684; inhibition, % at 20 µM; hit rate 0.49% among 340,000;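 active = compounds whose inhibition of the agonist-driven luminescence signal at 20 µM reaches about 50%, limit read from the data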;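 also: cells stimulated with CCL20 at 14 nM final; plate controls were DMSO with CCL20 for no effect and DMSO without agonist for full effect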
# Target sequence (P51684 whole entry, looked up): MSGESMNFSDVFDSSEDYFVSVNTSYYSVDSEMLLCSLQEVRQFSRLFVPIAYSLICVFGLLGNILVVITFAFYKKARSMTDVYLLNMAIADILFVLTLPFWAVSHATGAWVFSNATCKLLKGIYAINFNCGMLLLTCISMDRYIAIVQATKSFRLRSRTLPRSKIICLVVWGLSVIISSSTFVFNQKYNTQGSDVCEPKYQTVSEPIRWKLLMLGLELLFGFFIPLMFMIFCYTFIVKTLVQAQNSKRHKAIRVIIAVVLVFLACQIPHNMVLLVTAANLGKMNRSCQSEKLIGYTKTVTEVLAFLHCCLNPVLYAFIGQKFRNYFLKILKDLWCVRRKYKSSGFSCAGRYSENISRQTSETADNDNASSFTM
# XBP1 UPR activ – activators of adaptive XBP1 UPR arm, primary screen, cell-based, CHO-XBP1 luciferase reporter, luminescence, uHTS; IRE1-XBP1 UPR activation; percent of tunicamycin response, DMSO as zero; activation, % at 20 µM; hit rate 0.33% among 330,000;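 active = versus positive control, 20 µM dose yields 30% or more activation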;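 also: 100% = tunicamycin at 10 µg/mL and 0% = DMSO only wells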
#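 Material: CHO cell line with stable XBP1 luciferase reporter; buffer or medium: F12 medium containing 10% fetal bovine serum; compound: single point, 20 µM final compound, 1% DMSO; incubation: 6 h treatment, 37 °C; measured by: glow luminescence from Steady-Glo reagent; evaluation: activation, % of tunicamycin; control set: tunicamycin high, DMSO low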
# CXCR6 block – CXCR6 receptor inhibitors, primary screen, cell-based, beta-arrestin, luminescence, CHO-K1 PathHunter, 1536-well. C-X-C chemokine receptor type 6 (Homo sapiens), O00574. inhibition, % at 20 µM. hit rate 0.36% among 360,000. AID 602244, 2012; in the data active = inhibition above about 34%, passing the limit was not always enough;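 also: antagonist mode with CXCL16 agonist at 10 nM final; 0% = 10 nM CXCL16 with DMSO and 100% = unstimulated wells without agonist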
# Target sequence (O00574 whole entry, looked up): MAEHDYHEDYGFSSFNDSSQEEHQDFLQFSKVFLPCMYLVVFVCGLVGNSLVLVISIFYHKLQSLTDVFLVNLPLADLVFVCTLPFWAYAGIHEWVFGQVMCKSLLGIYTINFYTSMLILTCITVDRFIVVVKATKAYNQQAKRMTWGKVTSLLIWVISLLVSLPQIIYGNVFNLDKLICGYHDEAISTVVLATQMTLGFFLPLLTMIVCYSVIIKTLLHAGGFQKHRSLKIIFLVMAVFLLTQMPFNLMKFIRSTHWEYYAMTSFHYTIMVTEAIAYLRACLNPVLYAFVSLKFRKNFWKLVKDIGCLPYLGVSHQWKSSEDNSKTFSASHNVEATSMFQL
# Gli-Sufu antag – Gli-Sufu pathway antagonists, primary screen, luciferase luminescence, Sufu-KO-LIGHT cells, uHTS; hit rate 0.74% among 340,000; Sufu-KO-LIGHT fibroblasts, Gli luciferase reporter luminescence; inhibition, % at 5 µM; AID 588413, 2011;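 active = inhibition above about 55%, limit read from the data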;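 also: 0% = DMSO-treated cells and 100% = wells with medium but no cells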
# EBI2 block – EBI2 receptor antagonists, beta-arrestin recruitment, primary screen, cell-based, luminescence, 7a,25-OHC stimulation, uHTS | inhibition, % at 5 µM | AID 651636, 2012 | 7a,25-OHC stimulated | G-protein coupled receptor 183 (Homo sapiens), P32249 | hit rate 0.81% among 360,000; in the data active = inhibition above about 38%;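 also: enzyme fragment complementation signal reports receptor beta-arrestin coupling in cells; 0% = agonist plus DMSO wells and 100% = wells without agonist; some results beyond the cut were filed as inactive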
# Target sequence (P32249 whole entry, looked up, the tested form may be a part): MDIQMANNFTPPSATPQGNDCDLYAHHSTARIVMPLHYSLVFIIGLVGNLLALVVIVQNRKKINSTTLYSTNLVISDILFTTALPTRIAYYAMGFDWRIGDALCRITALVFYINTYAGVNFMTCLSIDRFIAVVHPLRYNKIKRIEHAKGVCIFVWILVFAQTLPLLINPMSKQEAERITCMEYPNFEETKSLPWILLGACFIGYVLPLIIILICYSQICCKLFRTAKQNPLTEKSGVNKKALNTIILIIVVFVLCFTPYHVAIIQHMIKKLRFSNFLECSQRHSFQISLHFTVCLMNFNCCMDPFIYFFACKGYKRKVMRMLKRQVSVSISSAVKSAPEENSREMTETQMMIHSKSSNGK
# 697 NFkB inh – inhibitors of PMA/ionomycin-induced NF-kB reporter, 697 cells, primary screen, B-cell NF-kB inhibitor project, cell-based, luminescence, uHTS; hit rate 0.33% among 330,000; inhibition, % at 4 µM; AID 435022, 2010; 697 B-cell NF-kB luciferase reporter, 16 h; in the data active = inhibition above about 35%
# Jurkat NFkB inh – inhibitors of induced NF-kB luciferase reporter, primary screen, TCR NF-kB activation inhibitor project, cell-based, luminescence, uHTS | Jurkat, PMA/ionomycin-induced NF-kB luciferase reporter | inhibition, % at 4 µM | hit rate 0.53% among 330,000 | AID 435003, 2010; in the data active = inhibition above about 50%
# The depositor's hits bear a star; nt = not tested or not shown.
SMILES,Mdm2-MdmX inh,UPR CHOP act,CCR6 antag,XBP1 UPR activ,CXCR6 block,Gli-Sufu antag,EBI2 block,697 NFkB inh,Jurkat NFkB inh
O=C1CCCC/C1=N\Nc1ccc(C2CCCCC2)cc1,23,1.4,nt,-2,nt,nt,nt,-126,-89
CCOC(=O)c1cn2nc(Oc3cccc(C(F)(F)F)c3)ccc2n1,9,-1.3,-2,-3,7,7,6,4,-10
Cc1ccc(S(=O)(=O)N2C[C@@H]3[C@H]4CC[C@H](C4)[C@@H]3[C@@H](C)[C@H]2c2ccco2)cc1,23,1.3,25,1,-2,17,18,10,nt
CC(C)c1cc(C(=O)N2CCCC(Nc3ccc(F)cc3)C2)n[nH]1 (configuration not stated),13,0.3,4,-3,1,-1,-9,-49,-4
O=C(C/C(=N\NC(=O)c1ccccc1Br)C(F)(F)F)c1cccs1,-18,1.1,11,0,6,5,-3,21,2
O=C1N(Cc2cccc(Cl)c2)C[C@@H]2C[C@@H](c3c[nH]c4ccccc34)N3CCC[C@@]123,9,-1.1,-1,-2,0,19,-3,12,9
COc1cc(NC(=O)Cn2nc(C(F)(F)F)c(Br)c2C)cc([N+](=O)[O-])c1,49,3.4,16,-3,-7,29,7,-10,17
Cc1nc(Cl)sc1C(=O)Nc1cc(F)cc(F)c1,-4,1.4,4,-2,-6,-2,-4,-19,4
CCCC(=O)Nc1nnc(CCOC)s1,1,1.2,9,-3,7,-3,-11,4,0
NC(=O)c1c(NC(=O)CSc2nnc(-c3ccco3)n2N)sc2c1CCCC2,22,-1.1,1,-2,4,6,9,-7,-16
CCCC(=O)NC1C2CC3CC(C2)CC1C3 (configuration not stated),5,-0.4,-3,3,-11,8,-6,13,1
O=C(Nc1ccc(C(=O)N2CCOCC2)cc1)c1cc(-c2cccnc2)nc2ccc(Cl)cc12,21,1.1,13,-1,-8,-10,-15,7,20
CC(=NNC(=O)c1ccncc1)c1cc(Cl)ccc1Cl,nt,nt,9,nt,4,6,-1,nt,nt
O=C(NCCCn1ccnc1)c1ccc(N2CCCCC2)c([N+](=O)[O-])c1,-1,0.0,9,2,-1,8,9,-24,-10
CCc1nnc(NC(=O)c2ccc3c(c2)C(=O)N(CC)C3=O)s1,-7,1.8,-3,-4,4,-28,-7,-40,10
Cc1c(C(C)(C)C)sc(=NC(=O)c2ccccc2O)n1C,-103,2.9,11,0,0,-87,-5,-226,-193
CCOC(=O)C(C)Sc1nnc(CNC(=O)c2ccc(OC)cc2)n1C1CCCCC1 (configuration not stated),-5,-1.0,24,0,-5,-2,-3,20,5
Cn1cnnc1SCC(=O)N1CCN(C(=O)c2ccco2)CC1,-26,-1.2,-4,-1,7,-2,-6,18,-4
CC(C)NC(=O)CN1CCN(c2ncccn2)CC1,0,-0.8,-10,-1,9,-1,-5,-5,10
Cc1ccc(Nc2ccc(C(N)=O)cc2[N+](=O)[O-])cc1C,5,0.2,24,-1,7,-6,-3,1,5
O=[N+]([O-])c1ccc(-c2cnc(SCc3ccccc3Cl)[nH]2)cc1,-21,3.6,26,2,-4,13,28,-28,-32
Cc1ccccc1CSCC(=O)c1c(N)n(C)c(=O)n(C)c1=O,10,2.1,-11,-2,2,-5,-5,6,-13
CCC1=C(OC(=O)N(CC)CC)N2C(=O)OC(=NCC(=O)OC)[C@]2(Cc2ccccc2)[C@H]2C1=CC[C@H]1C(=O)N(C)C(=O)[C@H]12,5,-2.2,8,0,-3,-3,-2,-1,-25
Cc1cccc(NC(=O)CN2C(=O)C(C)Oc3ccccc32)n1 (configuration not stated),8,0.3,15,-2,4,-7,-10,5,-1
CN(C)c1cccc(C(=O)Nc2ccc(N3CCOCC3)cc2)c1,-37,4.7,-9,5,-10,-38,-6,-39,-7
# Going on with the list.
SMILES,Mdm2-MdmX inh,UPR CHOP act,CCR6 antag,XBP1 UPR activ,CXCR6 block,Gli-Sufu antag,EBI2 block,697 NFkB inh,Jurkat NFkB inh
CCOc1ccc(C(=O)NC2CC(=O)N(c3ccc4c(c3)OCCO4)C2)cc1 (configuration not stated),7,2.0,8,2,-6,0,12,23,1
CC(CCc1ccccc1)NC(=O)Cc1ccccc1 (configuration not stated),10,1.4,9,0,2,-2,1,-9,-2
CC(=O)c1ccc(OC(=O)CCc2ccccc2)cc1,10,-0.4,3,-3,9,1,0,-11,2
COc1ccc(CS(=O)(=O)c2nc(C)cc(C)c2S(C)(=O)=O)cc1,25,1.1,-3,-1,1,10,-2,-22,-11
O=C(NCC1CCCN(Cc2ccccc2F)C1)c1cccc(C(F)(F)F)c1 (configuration not stated),1,-3.6,29,-1,4,27,0,9,-2
COc1ccccc1-c1cc(C(=O)N/N=C/c2ccc(C)o2)c2ccccc2n1,31,2.0,14,-1,-3,12,0,-24,-9
O=C1[C@@H]2[C@H](C(=O)N1n1cnnc1)[C@H]1C=C[C@@H]2C1,21,0.1,11,-3,7,4,0,5,13
Cc1cccc(C)c1N1CCN(C(=O)N2CCCCC2)CC1,12,-1.8,0,0,-9,13,-22,-6,0
CC(=O)Cc1nsc(NC(=O)c2ccc(COc3ccccc3)o2)n1,5,-1.5,8,-1,-1,-3,1,18,3
CC(=O)NC(Cc1c[nH]c2ccccc12)C(=O)OCC(=O)N1CCN(S(=O)(=O)c2ccc(Cl)cc2)CC1 (configuration not stated),nt,nt,0,nt,-5,-7,7,nt,nt
CC(C)=CC(=O)O[C@@H]1Cc2c(ccc3ccc(=O)oc23)OC1(C)C,9,-0.2,21,-1,6,0,3,1,-3
CC(NC(=O)CSc1n[nH]c(=O)n1C1CC1)C12CC3CC(CC(C3)C1)C2 (configuration not stated),7,-1.2,-3,0,4,5,0,6,1
CC1=C(C(=O)OC(C)C)C(c2ccccc2)NC(=O)N1C (configuration not stated),17,-0.4,-7,-5,4,57*,8,2,5
C=CCNC(=O)c1cc(-c2ccc(Br)cc2)on1,-77,4.2,0,0,1,-71,-11,-116,-177
CCOc1ccc2[nH]c(=O)c(CN(CCO)Cc3nnnn3CCc3ccccc3)cc2c1,10,-0.1,-7,-1,0,1,-7,27,-5
Cc1ccc(OCCn2nnc3ccccc32)cc1C,-90,6.8,-3,4,2,-52,4,-106,-83
C=CCN(CC=C)C(=O)CN1C(=O)NC(C)(c2ccc3cc(OC)ccc3c2)C1=O (configuration not stated),-3,-0.5,1,-5,-6,18,-8,15,-21
Cc1ccc(N/N=C/c2c(C)c(C#N)c(=O)n(C)c2O)cc1C,nt,nt,19,nt,-11,-9,-10,nt,nt
O=C(Nc1cccc(F)c1)Nc1ccnn1C1CCN(C(=O)c2cscn2)CC1,9,0.0,6,-2,7,0,-12,-10,-9
Cc1ccc(SCc2ccc(C(=O)N3CCCC3)cc2)cc1,-61,4.3,17,8,-11,-25,3,7,-27
O=C(CCCN1CCC(NC(=O)c2ccccc2)CC1)c1ccc(Cl)cc1,22,1.3,1,-3,2,39,2,-6,2
COc1cc(C2C(C#N)=C(N)Oc3cc(O)ccc32)cc2c1OCO2 (configuration not stated),57*,0.2,24,0,-2,7,9,9,15
Cc1ccc2nc(Cl)c(/C=N/NC(=O)CN3CCOCC3)cc2c1,29,0.9,12,0,0,0,2,-2,-4
CCCC(=O)NC(=S)Nc1cccc(C(C)=O)c1,-16,-1.9,6,0,-1,-6,1,-24,2
CN(C)C(/C=C/Nc1cccc([N+](=O)[O-])c1)=C(C#N)C#N,-17,1.4,4,3,2,-13,-2,10,-4

# Compound profiles (already shown). Screens in order: Mdm2-MdmX inh | UPR CHOP act | CCR6 antag | XBP1 UPR activ | CXCR6 block | Gli-Sufu antag | EBI2 block | 697 NFkB inh | Jurkat NFkB inh
# `CCCC(=O)NC(=S)Nc1cccc(C(C)=O)c1` is entered as -16 | -1.9 | 6 | 0 | -1 | -6 | 1 | -24 | 2
# `Cc1ccc2nc(Cl)c(/C=N/NC(=O)CN3CCOCC3)cc2c1` is entered as 29 | 0.9 | 12 | 0 | 0 | 0 | 2 | -2 | -4
# `CC(=O)Cc1nsc(NC(=O)c2ccc(COc3ccccc3)o2)n1` is entered as 5 | -1.5 | 8 | -1 | -1 | -3 | 1 | 18 | 3
# `Cc1cccc(C)c1N1CCN(C(=O)N2CCCCC2)CC1` is entered as 12 | -1.8 | 0 | 0 | -9 | 13 | -22 | -6 | 0
# `Cc1ccc(OCCn2nnc3ccccc32)cc1C` is entered as -90 | 6.8 | -3 | 4 | 2 | -52 | 4 | -106 | -83

# Continued:
SMILES,Mdm2-MdmX inh,UPR CHOP act,CCR6 antag,XBP1 UPR activ,CXCR6 block,Gli-Sufu antag,EBI2 block,697 NFkB inh,Jurkat NFkB inh
CCS(=O)(=O)c1ncc(Cl)c(C(=O)Nc2ccccc2OC)n1,96*,-9.0,37,-8,26,6,79*,-244,43
COc1ccc(S(=O)(=O)NC(C)C(=O)Nc2cccc([N+](=O)[O-])c2)cc1 (configuration not stated),4,0.2,8,0,-14,-2,-7,10,-7
Cc1nc(NC(=O)C2CC3CCCC(C2)C3=O)sc1C (configuration not stated),-27,6.5,32,-3,-6,-3,9,-60,-37
C=CCNc1ncnc2c1ncn2C1OC(CO)C(O)C1O (configuration not stated),56*,1.8,-1,-3,2,6,17,-4,3
CN(C)S(=O)(=O)N1CCN(c2ccc(Cl)cc2)CC1,16,0.9,19,1,-12,8,4,-5,13
COc1cccc(CN(C)C(=O)C2CSC3(C)CCC(=O)N23)c1OC (configuration not stated),-11,0.7,-11,-1,-3,-2,-8,11,-5
CC(=O)Nc1ccc2ccccc2c1,6,2.3,4,1,-1,-31,-4,-21,-14
Cc1ccc(NC(=O)C2Cc3ccccc3CN2C(=O)c2ccccc2)cc1Cl (configuration not stated),-10,1.7,18,-1,0,-2,-5,-1,2
CC(C)(C)CC(=O)Nc1cccc(-c2cn3cccnc3n2)c1,-21,3.6,-24,1,-3,-51,-3,-41,-34
O=C(CSc1nnc(-c2ccco2)o1)Nc1ccccc1Cl,-43,-0.5,4,-2,-1,5,-20,8,-65
Cc1cc(N(C)/N=C/c2ccccc2)nc(-c2ccccc2O)n1,-11,-1.0,5,0,-10,-9,-1,-5,-25
Cc1c(NS(=O)(=O)c2cccc3nsnc23)c(=O)n(-c2ccccc2)n1C,2,-0.4,-11,-1,2,-2,-16,-1,3
Cc1cc(=O)oc2c(CN(C)Cc3ccccc3)c(O)ccc12,-2,1.6,7,-3,-7,2,-11,-2,3
O=C(CN1C(=O)c2ccccc2C1=O)N1CCN(c2ccccn2)CC1,0,-0.3,-1,2,3,5,2,1,-11
c1ccc(C2=Nn3c(nnc3-c3cc(-c4ccccc4)n[nH]3)SC2)cc1,79*,7.2,10,26,7,0,-11,-40,-12
CCOC(=O)c1c(C)[nH]c(C(=O)OCC(=O)NCc2ccc(C)cc2)c1C,-15,-0.4,7,1,12,-6,-6,-16,-12
CCOc1ccccc1NC(=O)c1cnccn1,-6,-1.1,6,0,2,2,-3,9,15
